LYP phosphatase: inhibitors of LYP phosphatase, biochemical, fluorescence intensity, uHTS (AID 1779). recombinant LYP phosphatase, fluorescence intensity; higher % means a stronger effect. 290,000 tested, 0.054% active. inhibition, % at 11.5 µM, or IC50 in µM where a hit was titrated; in the data active = inhibition above about 50%;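 note: plate controls were vehicle with enzyme for no effect and no enzyme for full effect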
NTR1 agonist: NTR1-driven beta-arrestin-GFP spot formation – imaging, U2OS cells, high content, primary screen (AID 493036). agonist mode. activation, % at 20 µM. 330,000 tested, 0.17% active;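 active = activation at or above 40% of the spot to cytoplasm intensity ratio, with at least 20 cells analyzed; inconclusive = wells under 20 cells, flagged as cytotoxic or low count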;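 note: 0% = DMSO without peptide and 100% = 100 nM NTR1 peptide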
Target sequence (P30989 whole entry, looked up): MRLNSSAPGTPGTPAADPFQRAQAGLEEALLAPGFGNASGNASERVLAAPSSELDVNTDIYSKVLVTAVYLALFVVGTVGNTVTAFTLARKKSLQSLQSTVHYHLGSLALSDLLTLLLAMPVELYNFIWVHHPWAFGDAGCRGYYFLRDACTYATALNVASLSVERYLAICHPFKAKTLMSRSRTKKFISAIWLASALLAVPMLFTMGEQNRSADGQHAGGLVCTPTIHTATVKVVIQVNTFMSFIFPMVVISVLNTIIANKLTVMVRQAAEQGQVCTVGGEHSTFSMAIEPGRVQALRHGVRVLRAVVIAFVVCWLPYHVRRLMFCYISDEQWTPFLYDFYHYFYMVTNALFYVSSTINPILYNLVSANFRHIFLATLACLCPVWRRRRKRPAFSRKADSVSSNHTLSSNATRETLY
GPR55 LPI antagonism: inhibition of LPI-stimulated GPR55 beta-arrestin translocation – imaging, U2OS, beta-arrestin-GFP, LPI agonist, primary screen (AID 2013); U2OS GPR55 beta-arrestin-GFP translocation imaging, LPI antagonism; higher % means a stronger effect; 290,000 tested, 0.13% active; inhibition, % at 10 µM; hits with a dose series show IC50 in µM;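 active = spots per cell inhibited over 60%, with over 100 cells counted and total cytoplasm intensity under 500,000; inconclusive = wells with under 100 cells, flagged as likely toxic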;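 note: U2OS cells stably carrying GPR55 and arrestin-GFP stimulated by 5 µM LPI near EC80; imaged beta-arrestin-GFP aggregate spots per cell after agonist stimulation; plate controls were LPI-stimulated DMSO wells for no effect and DMSO wells without LPI for full effect; some results filed as inactive read as strong as hits; confirmed hits need IC50 under 10 µM and bright autofluorescent wells are also inconclusive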
GPR55 activation: GPR55 agonists via beta-arrestin recruitment, primary screen, imaging, U2OS cells, beta-arrestin-GFP redistribution (AID 1961). U2OS GPR55 beta-arrestin-GFP redistribution imaging; higher % means a stronger effect. activation, % at 10 µM, or EC50 in µM where a hit was titrated. 290,000 tested, 0.048% active;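 active = activation above 40% with more than 50 cells counted in the well; inconclusive = wells holding fewer than 50 cells, flagged as toxic or sparse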;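 note: U2OS osteosarcoma cells stably expressing GPR55 and beta-arrestin-GFP; plate controls were DMSO negative control for no effect and LPI positive control for full effect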
MgcRacGAP inhibition: MgcRacGAP GTPase-activating activity inhibitors, confirmation, biochemical, ADP Hunter fluorescence. MgcRacGAP-stimulated Rac1 GTP hydrolysis, ADP Hunter fluorescence; higher % means a stronger effect; GST-tagged Rac1 F28L mutant substrate. inhibition, % at 30 µM; hits with a dose series show IC50 in µM. 340,000 tested, 0.6% active;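 active = first-screen hits whose inhibition reached a set limit at any dose in the follow-up dose series; inconclusive = inhibition above the set first-screen limit but never retested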;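 note: fluorescence reports GDP produced by GAP-driven GTP hydrolysis; strong numbers were not always called active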
GPR35 arrestin U2OS: GPR35 antagonists blocking zaprinast-driven arrestin recruitment, primary screen, imaging, U2OS, beta-arrestin-GFP, zaprinast agonist (AID 2058). one-dose inhibition, % at 10 µM; IC50 in µM for titrated hits. 290,000 tested, 0.052% active. U2OS GPR35 beta-arrestin-GFP translocation imaging, zaprinast antagonism; higher % means a stronger effect;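 active = inhibition of at least 50% with at least 30 cells and total cytoplasm GFP at most 10,000,000; inconclusive = under 30 cells or total GFP of 10,000,000 plus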
T cell modulator: T cell immune modulators affecting CD8 T cell-vesicle binding; calls only at 7 µM; AID 2052; 2C CD8+ T cell-vesicle binding, flow cytometry; stronger effect = lower value; 330,000 tested, 0.068% active;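 active = response, share of CD8 T cells binding vesicles, and their 90th percentile fluorescence all below set limits, cut at about 80% in these data, passing the limit was not always enough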
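Material: 2C TCR transgenic mouse naive CD8+ T cells, MACS-purified. Also added: QL9-charged Drosophila Ld/ICAM-1/B7-1 vesicles. Timing: binding 1.5 h at 37 °C. Measured by: high-throughput flow cytometry with anti-B7-1 and anti-CD8 staining. Read-out: percent CD8+ FL2 mean versus row control. Controls: Unloaded micro-vesicles (low), QL9 vesicles with 0.7% DMSO (high).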
SV40 large T antigen: TAg ATPase/helicase activity blockers – biochemical (AID 1903). 310,000 tested, 0.39% active. inhibition, % at 20 µM, or IC50 in µM where a hit was titrated. SV40 large T antigen ATPase/helicase inhibition assay; higher % means a stronger effect; in the data active = a potency from the dose series; inconclusive = inhibition mostly from about 32% at the one dose, without a potency; inactive = the rest, 99 in 100 with inhibition below about 32%; note: strong numbers were not always called active
Lipid droplet: modulators of hepatic lipid droplet formation; AML12 mouse hepatocytes, oleate lipid droplets, BODIPY imaging; inhibition, % at 6.5 µM; 240,000 tested, 0.4% active; AID 1656;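 active = lipid droplet intensity inhibited by at least 50%, with more than 500 cells counted; inconclusive = wells with under 300 cells, treated as cytotoxic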
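Assay system: AML12 hepatocytes (mouse) / Also added: 100 µM oleic acid challenge / Times: overnight treatment with compound plus oleate / Detection: high-content imaging of BODIPY-stained droplets and DAPI nuclei / Evaluation: % inhibition of lipid droplet signal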
Lipid droplet cells 6.5 µM: further read-out of Lipid droplet, marked with its call; cell count; measured here: cell count, cytotoxicity flag;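 cells counted across two imaged fields per well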
T cell modulator vesicle-bound %: further read-out of T cell modulator, marked with its call; double positive events, %; measured here: CD8+ vesicle-bound cell fraction;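 binding gate set so that unloaded-vesicle control wells show 10% double positive cells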
NTR1 agonist cell count 20 µM: second read-out of NTR1 agonist, no call of its own (marks repeat the call); cell count; measured here: cell count, cytotoxicity flag
Starred values were filed as active, the others as inactive; i = inactive; ? = inconclusive; / = no result given; & = joins results of further samples.

cpd	compound	LYP phosphatase	NTR1 agonist	NTR1 agonist cell count 20 µM	GPR55 LPI antagonism	GPR55 activation	MgcRacGAP inhibition	GPR35 arrestin U2OS	T cell modulator	T cell modulator vesicle-bound %	SV40 large T antigen	Lipid droplet	Lipid droplet cells 6.5 µM
1	O=C(CCNS(=O)(=O)c1ccc(Cl)cc1)N1CCN(Cc2ccccc2)CC1	-4%	-0.9	74	6%	-0.1%	7%	4%	i	45	-2%	-4	742
2	Cc1cccc(N2CCN(C(=O)C3CC(=O)N(C4CCCC4)C3)CC2)c1C (stereo not given)	-8%	0.7	56	8%	0.0%	6%	-3%	i	50	6%	14	819
3	COc1ccc(-n2c(Cc3cccn3C)nnc2SCC(=O)Nc2ccc(C)cc2C)cc1	8%	-2.2	64	?	-0.1%	2%	4%	i	49	1%	-24	640
4	CN(C)C=NC(=O)c1cn(-c2ccc(F)cc2)c(=O)c2ccccc12	8%	1.5	98	14%	-0.2%	6%	-3%	i	59	0%	-4	660
5	COc1cccc(C(=O)NNC(=O)c2cccnc2)c1	-5%	0.5	41	-9%	-0.1%	-3%	-11%	i	7	8%	18	802
6	CC1CCN(C(=O)CSc2nnc(-c3cc4ccccc4cc3O)n2Cc2ccco2)CC1	4%	6.8	90	9%	0.2%	9%	-6%	i	34	15%	/	/
7	COc1ccccc1CNC(=O)C/C(C)=N/NC(=O)Cc1ccc(OC)c(OC)c1	-8%	0.9	67	12%	1.1%	7%	2%	i	36	26%	3	628
8	CN(C)S(=O)(=O)c1cccc(C(=O)OCC(=O)NCc2ccc3c(c2)OCO3)c1	-8%	0.6	46	6%	-0.4%	-12%	-10%	i	58	16%	-3	684

A few values from above.
In Lipid droplet cells 6.5 µM, no. 5 is entered as 802
In T cell modulator vesicle-bound %, no. 8 is entered as 58

(further entries)
cpd	compound	LYP phosphatase	NTR1 agonist	NTR1 agonist cell count 20 µM	GPR55 LPI antagonism	GPR55 activation	MgcRacGAP inhibition	GPR35 arrestin U2OS	T cell modulator	T cell modulator vesicle-bound %	SV40 large T antigen	Lipid droplet	Lipid droplet cells 6.5 µM
9	CCn1nc(NC(=O)c2cccnc2)c2cc3ccccc3nc21	-7%	1.9	83	-5%	-0.1%	9%	-8%	i	9	4%	-2	782
10	COc1ccc(S(=O)(=O)N2CCOCC2)cc1C(=O)NC1CCCCC1	-5%	0.7	63	10%	-0.2%	8%	-8%	i	21	9%	-19	687
11	Cc1c[nH]c2cccc(OCC(CNC(C)(C)C)OC(=O)c3ccccc3)c12 (stereo not given)	-8%	0.9	97	-5%	-0.1%	11%	16%	i	22	9%	-10	799
12	OCCC1CN(Cc2ccc3c(c2)CCO3)CCN1C1CCCC1 (stereo not given)	-8%	-0.5	57	12%	-0.1%	2%	3%	i	36	7%	6	730
13	Cc1cccc(-c2noc(-c3ccoc3C)n2)c1	0%	2.3	79	2%	-0.1%	12%	11%	i	37	19%	-14	699
14	Cn1c(SCC(O)c2ccccc2)nnc1-c1ccc2ccccc2c1 (stereo not given)	-2%	-0.3	50	8%	-0.2%	-10%	10%	i	33	9%	-8	706
15	COc1ccc(N2CCn3c2nc2c3c(=O)n(CCCc3ccccc3)c(=O)n2C)cc1	-6%	/	/	-7%	-0.1%	/	-6%	/	/	/	/	/
16	COC(=O)C1C2CCC(C2)C1C(=O)OCC(=O)c1ccccc1 (stereo not given)	-4%	0.2	70	9%	-0.1%	8%	-7%	i	40	8%	/	/

The list continues.
cpd	compound	LYP phosphatase	NTR1 agonist	NTR1 agonist cell count 20 µM	GPR55 LPI antagonism	GPR55 activation	MgcRacGAP inhibition	GPR35 arrestin U2OS	T cell modulator	T cell modulator vesicle-bound %	SV40 large T antigen	Lipid droplet	Lipid droplet cells 6.5 µM
17	O=C1CN(C(=O)COc2c(F)c(F)cc(F)c2F)c2ccccc2N1	-11%	-0.2	70	2%	-0.1%	5%	-4%	i	16	14%	-2	696
18	CCC(=O)Nc1c2c(nc3c1CCC3)CCCC2	1%	-1.3	90	3%	0.0%	7%	10%	i	15	4%	/	/
19	Cn1c(SCc2ccccc2Br)nc2ccccc2c1=O	-7%	0.2	62	0%	0.4%	4%	6%	i	56	4%	-6	774
20	CCN(CC)C(=O)C1CCN(Cc2ccc(OCc3ccccc3)c(OC)c2)CC1	-3%	-0.6	64	12%	-0.2%	?	1%	i	59	11%	31	795
21	O=C(/C=C/c1ccc(Cl)cc1)Nc1ccc(N2CCOCC2)cc1	-5%	-0.7	78	-9%	-0.1%	-5%	-13%	i	42	7%	6	720
22	O=[N+]([O-])c1ccc(NC2CCCC2)cc1	0%	2.1	67	8%	0.0%	4%	-30%	i	27	11%	-24	652
23	Cc1ccc(CN2CCN(Cc3nc(C(C)C)cs3)CC2CCO)cc1 (stereo not given)	-11%	0.9	68	-2%	-0.3%	8%	-3%	i	12	20%	-8	667
24	Cc1c(NC(=O)COc2c(F)c(F)c(F)c(F)c2F)c(=O)n(-c2ccccc2)n1C	-9%	0.2	57	11%	0.4%	5%	26%	i	33	3%	-3	754

Later entries
cpd	compound	LYP phosphatase	NTR1 agonist	NTR1 agonist cell count 20 µM	GPR55 LPI antagonism	GPR55 activation	MgcRacGAP inhibition	GPR35 arrestin U2OS	T cell modulator	T cell modulator vesicle-bound %	SV40 large T antigen	Lipid droplet	Lipid droplet cells 6.5 µM
25	COCCCNC(=O)c1cccc(NC(=O)c2ccccc2)c1	-7%	0.2	59	18%	-0.3%	0%	-3%	i	43	1%	16	625
26	O=C(COc1ccc(Cl)cc1)N/N=C/CCc1ccccc1	-5%	1.2	54	-5%	-0.1%	3%	5%	i	62	2%	/	/
27	NC(=O)CN1C(=O)NC2(CCCc3ccccc32)C1=O (stereo not given)	-11%	-0.8	59	3%	0.0%	10%	0%	i	66	5%	11	644
28	O=C1C(c2c(O)[nH]c3ccccc23)=Nc2ccccc21	-8%	0.9	64	-12%	-0.1%	8%	8%	i	20	6%&9%	-8	725
29	Cc1cc(C)n2nc(SCC(=O)N(C)C3CCCCC3)nc2n1	/	1.6	69	/	/	8%	/	i	14	-3%	/	/
30	Nn1c(SCC(=O)Nc2ccc(OC(F)F)cc2)nnc1-c1ccco1	/	-0.2	57	/	/	2%	/	i	42	0%	/	/
31	CCOc1ccc(NC(=O)CCC(=O)NNC(=O)COc2ccc(C)cc2)cc1	-5%	-0.7	52	19%	0.0%	5%	33%	i	34	5%	5	711
32	COc1ccc(C2(C(=O)Nc3ccccc3)CCOCC2)cc1	-4%	3.7	43	7%	0.1%	1%	9%	i	44	2%	16	554

Next part:
cpd	compound	LYP phosphatase	NTR1 agonist	NTR1 agonist cell count 20 µM	GPR55 LPI antagonism	GPR55 activation	MgcRacGAP inhibition	GPR35 arrestin U2OS	T cell modulator	T cell modulator vesicle-bound %	SV40 large T antigen	Lipid droplet	Lipid droplet cells 6.5 µM
33	COc1ccc(C2CC(c3ccccc3)=NN2C(=O)CN2N=NC3C(=O)N(c4cccc(F)c4)C(=O)C32)cc1 (stereo not given)	12%	-0.4	29	5%	-0.3%	2%	-6%	i	42	6%	-21	687
34	CC(C)N(C)C(=O)CCc1nnc(CCc2c[nH]c3ccccc23)o1	-8%	1.8	108	2%	0.2%	13%	-9%	i	65	6%	-2	718
35	COc1ccc(C(=O)N2CCN=C2SC)cc1OC	-5%	2.5	71	-1%	0.0%	8%	19%	i	61	3%	/	/
36	Cc1sc2nc(CC(=O)N3CCCC3)[nH]c(=O)c2c1C	1%	0.4	47	-6%	-0.5%	5%	-6%	i	49	8%	-4	725
37	C=C(C)Cn1c(Sc2nc3ccccc3[nH]2)nc2c1c(=O)[nH]c(=O)n2C	-4%	-1.6	77	-8%	-0.3%	7%	-10%	i	20	16%	/	/
38	Cc1cccc(C)c1NC(=O)COC(=O)c1ccccc1O	-8%	-0.7	53	8%	-0.2%	0%	-5%	i	22	21%	12	752
39	CSc1ccccc1OCc1cc(C(=O)NCCC2CCCCO2)no1 (stereo not given)	-1%	2.1	46	12%	0.2%	7%	1%	i	13	19%	10	698
40	CC(=O)c1c(N2CCN(C)CC2)nc(=S)n(-c2cc(C)ccc2C)c1C	9%	-0.4	90	4%	-0.1%	9%	10%	i	31	3%	3	636
41	CC(C)(C)CN1C(=O)C(=O)NC[C@@H]1CCCCN	/	0.5	84	/	/	0%	/	i	51	10%	/	/
42	COc1cccc2c(=O)c3ccccc3oc12	-9%	-0.6	88	2%	-0.4%	5%	13%	i	26	4%	17	661
43	CC1=NN(C(=O)Cn2nc([N+](=O)[O-])c(Br)c2C)C(O)(C(F)(F)F)C1 (stereo not given)	-8%	0.0	51	-19%	-0.3%	10%	-6%	i	24	11%	-6	635

Four of these compounds, reformatted.
(39) CSc1ccccc1OCc1cc(C(=O)NCCC2CCCCO2)no1 (stereo not given)
(40) CC(=O)c1c(N2CCN(C)CC2)nc(=S)n(-c2cc(C)ccc2C)c1C
(41) CC(C)(C)CN1C(=O)C(=O)NC[C@@H]1CCCCN
(42) COc1cccc2c(=O)c3ccccc3oc12

| Assay by compound | 39 | 40 | 41 | 42 |
| --- | --- | --- | --- | --- |
| LYP phosphatase | -1% | 9% | / | -9% |
| NTR1 agonist | 2.1 | -0.4 | 0.5 | -0.6 |
| NTR1 agonist cell count 20 µM | 46 | 90 | 84 | 88 |
| GPR55 LPI antagonism | 12% | 4% | / | 2% |
| GPR55 activation | 0.2% | -0.1% | / | -0.4% |
| MgcRacGAP inhibition | 7% | 9% | 0% | 5% |
| GPR35 arrestin U2OS | 1% | 10% | / | 13% |
| T cell modulator | i | i | i | i |
| T cell modulator vesicle-bound % | 13 | 31 | 51 | 26 |
| SV40 large T antigen | 19% | 3% | 10% | 4% |
| Lipid droplet | 10 | 3 | / | 17 |
| Lipid droplet cells 6.5 µM | 698 | 636 | / | 661 |
